# AMA1-RON2 inh – AMA1-RON2 (P. falciparum) interaction inhibition; hit rate 0.2% among 360,000; AID 720542; AlphaScreen AMA1-biotinylated RON2 peptide binding; Potency, µM (titrated, usually from 58.2 µM), for inactives: at the top dose activity change, negative = inhibition, hits mostly inhibitors;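 note: potency is the fitted concentration of half-maximal effect; 0% = vehicle wells and -100% = peptide control; nearly all actives have a fitted effect of over 45% in size; some results filed as inactive show a strong effect at the top dose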
#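 AMA1 (3D7) with his tag at 25 nM final met compounds first, then biotinylated RON2 peptide at 25 nM; detection used donor plus acceptor beads, 10 µg/mL apiece, read by AlphaScreen after 30 min at room temperature.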
# Sm TGR block – blocks Schistosoma mansoni thioredoxin glutathione reductase; hit rate 3% among 360,000; Potency, µM (highest dose often 114 µM), for the others: at the top dose activity change, negative = inhibition, actives largely listed as inhibitors; purified TGR, DTNB reduction, TNB absorbance 405 nm; AID 485364; note: potency is the fitted concentration of half-maximal effect; nearly all actives have a fitted effect of over 60% in size
#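 Kinetic colorimetric format: TGR-catalysed, NADPH-driven DTNB reduction monitored via TNB absorbance. Enzyme dispensed at 20 nM; compound exposure 15 min at room temperature before reaction start.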
# AmpC inh detg – inhibitors of E. coli AmpC beta-lactamase with detergent | P00811 | AmpC hydrolysis of nitrocefin, absorbance 480 nm, 0.01% Triton | Potency, µM (titrated, usually from 114 µM), inactives show at the top dose activity change, negative = inhibition, hits mostly inhibitors | hit rate 0.041% among 370,000;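 note: potency is the fitted concentration of half-maximal effect; 0% = no-compound wells and -100% = no-enzyme wells; nearly all actives have a fitted effect of over 25% in size; some results filed as inactive show a strong effect at the top dose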
# Target sequence (P00811 whole entry, looked up): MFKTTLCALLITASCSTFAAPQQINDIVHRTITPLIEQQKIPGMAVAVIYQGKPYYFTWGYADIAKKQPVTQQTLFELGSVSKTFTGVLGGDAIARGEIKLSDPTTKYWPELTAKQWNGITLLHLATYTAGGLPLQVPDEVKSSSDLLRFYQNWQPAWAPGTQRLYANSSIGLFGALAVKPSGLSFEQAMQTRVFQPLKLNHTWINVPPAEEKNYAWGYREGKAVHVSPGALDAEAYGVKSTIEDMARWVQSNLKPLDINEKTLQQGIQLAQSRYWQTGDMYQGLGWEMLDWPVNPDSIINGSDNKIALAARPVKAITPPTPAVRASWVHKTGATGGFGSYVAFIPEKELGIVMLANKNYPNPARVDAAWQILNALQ
#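 20 mM phosphate pH 7.0 + 0.01% (detergent screen) or 0.0001% Triton X-100; 5.3 nM AmpC reagent; cpd preinc 15 min RT; nitrocefin (800 uM stock) to start; A480 q20 s × 4 min; Activity was normalised to no-enzyme and no-compound control wells.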
# HCV inh – inhibitors of hepatitis C virus infection. Huh7.5.1 HCVcc-Cre infection, luciferase reporter, 44 h. Potency, µM (series often up to 41.8 µM), inactives show top-dose activity change, negative = inhibition, hits mostly inhibitors. hit rate 3.4% among 340,000; note: potency is the fitted concentration of half-maximal effect
#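 Compounds are dispensed onto cells plated 4 h earlier at 1,000 per well, with HCVcc-Cre virus (about 0.5 moi) added next. Following 44 h of culture, luminescent signal is measured for 15 sec after 15 min with substrate at room temperature.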
# Giardia FBPA inh – inhibitors of Giardia lamblia fructose-1,6-bisphosphate aldolase. A8B2U2. purified Giardia FBPA. Potency, µM (highest dose often 59.6 µM), for inactives: at the top dose activity, negative = inhibition, actives largely listed as inhibitors. hit rate 0.71% among 290,000. AID 2451; note: potency is the fitted concentration of half-maximal effect; nearly all actives have a fitted effect of over 55% in size
# Target sequence (A8B2U2 whole entry, looked up): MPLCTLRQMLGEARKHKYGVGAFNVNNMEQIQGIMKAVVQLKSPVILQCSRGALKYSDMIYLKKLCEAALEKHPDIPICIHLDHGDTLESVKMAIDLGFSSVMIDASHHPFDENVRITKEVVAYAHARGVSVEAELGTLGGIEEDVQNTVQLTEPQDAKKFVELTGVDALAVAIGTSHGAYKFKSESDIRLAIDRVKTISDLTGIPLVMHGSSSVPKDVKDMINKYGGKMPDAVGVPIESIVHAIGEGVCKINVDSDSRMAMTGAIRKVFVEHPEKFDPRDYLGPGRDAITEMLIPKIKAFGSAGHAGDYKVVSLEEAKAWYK
#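 40 nM FBPA preincubated 10 min at RT with compound (up to 57.5 uM final), then substrate plus GAPDH/TPI/NAD/arsenate coupling and diaphorase/resazurin added. Fluorescence read after 20 min at RT, 525/598 nm.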
# HCMV inh – blocks human cytomegalovirus replication. activity change, negative = inhibition, % at 57.5 µM. HFF cells, HCMV-luciferase reporter, 72 h; hits give low values. hit rate 4.5% among 410,000; in the data active = activity change below about -60%; inconclusive = no clear call, values can overlap the other calls; inactive = above about -39%
#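 After 16 h attachment at 37C, HFF cells received test compound and HCMV-luciferase (1 PFU/cell); reporter luminescence read 72 h later, data normalized against buffer-only and known inhibitor Salinomycin.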
# Starred values were filed as active, the others as inactive; u = inconclusive; x = not tested or not shown; & = joins results of further samples; [ ] = another dose, or the depositor's remark. Unless noted, calls come from the whole dose curve; as a rule, active = well fitted curve in the direction sought with a large enough effect; inconclusive = small, poorly fitted or top-dose-only effect, or another doubt; inactive = no such curve, though single readings can be large; an effect the other way counts as inactive or inconclusive. Unless noted, % is set by controls: 0 for no effect and ±100 for the full control effect.
# Field names – A = AMA1-RON2 inh; B = Sm TGR block; C = AmpC inh detg; D = HCV inh; E = Giardia FBPA inh; F = HCMV inh
[1] O=C(O)CCCn1cc(NC(=O)c2ccco2)cn1
  A: -6% | B: 3% | C: -12% | D: 9% | E: 0% | F: -35
[2] CCCC(=O)NC(=S)c1c(C)n(C)n(-c2ccccc2)c1=O
  A: 2% | B: 4% | C: 5% | D: 5% | E: -3% | F: 35
[3] O=C(O)CCC(=O)Nc1ccc(-n2ccc(C(F)(F)F)n2)cc1
  A: -11% | B: -11% | C: -4% | D: 20% | E: 2% | F: 7
[4] O=C(CCc1nc2ccccc2s1)OCc1ccccc1F
  A: 17% | B: 1% | C: -2% | D: 7% | E: 5% | F: 9
[5] COc1ccc(OC)c(CC(NC(C)=O)C(=O)NC2CCN(c3cc(C)nc4ncnn34)CC2)c1 (configuration not stated)
  A: x | B: 5% | C: 6% | D: x | E: 0% | F: 1
[6] Cc1nc2cc(NC(=O)NCCC3=CCCCC3)ccc2o1
  A: -44% | B: -14% | C: -10% | D: -3% | E: -6% | F: -13
[7] CCOC(=O)N1CCN(C(=O)CSC2=NS(=O)(=O)c3cc(Cl)ccc3N2)CC1
  A: 14% | B: 3% | C: -13% | D: 8% | E: x | F: -28
[8] CCCCN(CCCC)C1=Nc2ccccc2N/C1=C(/C#N)C(=O)OCC
  A: 0% | B: 0% | C: u | D: -9% | E: -22% | F: -32
[9] O=c1[nH]cc(CN2CCOCC2)c(=O)[nH]1
  A: 7% | B: x | C: x | D: -1% | E: x | F: -22
[10] NC(=O)c1ncc(C(F)(F)F)cc1Cl
  A: 1% | B: 7% | C: -11% | D: 8% | E: 4% | F: -12
[11] CCC(C)[C@H]1CN=C(N)N1CCc1cccc(F)c1 (some centres not stated)
  A: -5% | B: x | C: x | D: 18% | E: x | F: 10
[12] Cc1ccn(CCC(=O)Nc2ccc3c(c2)OCO3)n1
  A: 10% | B: 0% | C: 3% | D: 5% | E: x | F: -6
[13] CCOC(=O)C1=C(C)C(c2cccc(Oc3ccccc3)c2)NC(=S)N1 (configuration not stated)
  A: 30% | B: -12% | C: u | D: u | E: 5% | F: u
[14] CCOC(=O)CC(NC(=O)Cn1nnc(-c2ccc(C(F)(F)F)cc2)n1)c1ccccc1Cl (configuration not stated)
  A: x | B: -3% | C: -3% | D: x | E: x | F: 2
[15] CCOC(=O)c1c(C)[nH]c(C)c1S(=O)(=O)NCC(=O)Nc1cccc(Cl)c1
  A: x | B: 13% | C: -3% | D: x | E: x | F: 0
[16] COc1cc(S(=O)(=O)NCCOC23CC4CC(CC(C4)C2)C3)c(OC)cc1Cl
  A: -20% | B: -9% | C: u | D: u | E: -2% | F: -63*
[17] CCOc1ccc(S(=O)(=O)N2CCN(C(=O)c3cc(-c4ccccc4)nn3-c3ccccc3)CC2)cc1
  A: -10% | B: -4% | C: -11% | D: u | E: x | F: -13
[18] CCC(C)(C)C1CCC2(CC1)NC(=O)N(CC(=O)N(C)Cc1ccc(OC(F)F)cc1)C2=O (configuration not stated)
  A: 14% | B: 6% | C: -12% | D: u | E: x | F: u
[19] O=C(N/N=C/c1ccccc1C(=O)O)c1cccc(S(=O)(=O)N2CCOCC2)c1
  A: 15% | B: -8% | C: -9% | D: 15% | E: x | F: -10
[20] COc1ccc(NC(=O)N(C2CCCCC2)C(C)c2cccnc2)c(OC)c1 (configuration not stated)
  A: -6% | B: 3% | C: 4% | D: u | E: -5% | F: -19
[21] CCc1ccc(CNC(=O)c2ccc(CS(=O)(=O)Cc3cccc(C)c3)o2)cc1
  A: x | B: 8% | C: 3% | D: x | E: x | F: -11
[22] CCS(=O)(=O)Nc1cccc(-c2nc3cccnc3s2)c1
  A: 0% | B: -10% | C: -5% | D: -14% | E: 0% | F: 0
[23] Cn1c(=O)c2c(nc(Br)n2CC(=O)c2cccs2)n(C)c1=O
  A: 0% | B: -18% | C: 5% | D: -11% | E: 1% | F: 18
[24] COc1ccc2cc(C3CC(c4cccs4)=NN3S(C)(=O)=O)c(Cl)nc2c1 (configuration not stated)
  A: -6% | B: 3% | C: -9% | D: 2% | E: -8% | F: 27
[25] OCCNCCSc1nc(C2CCCCC2)n(-c2ccccc2Cl)n1
  A: 85%[activator] | B: -13% | C: -3% | D: -7% | E: -14% | F: 0
[26] O=C(NC(=S)NCCCN1CCOCC1)c1cccc2ccccc12
  A: -15% | B: -19% | C: u | D: 2% | E: 6% | F: 11
[27] CN(C)c1ccc(C(=O)NN2C(=O)c3ccccc3C2=O)cc1
  A: -10% | B: 5% | C: 0% | D: 11% | E: 8% | F: -1
[28] CCOc1c(C)cc2[nH]c(CCC(=O)O)nc2c1C
  A: 2% | B: -14% | C: 5% | D: -16% | E: -7% | F: 19
[29] CCC(=O)c1ccc(N2CCC(C)CC2)c(F)c1
  A: 11% | B: 1% | C: 5% | D: 10% | E: 5% | F: -7
[30] C=CCOC(=O)C1=C(C)NC(=O)NC1c1cc(Cl)cc(Cl)c1OC (configuration not stated)
  A: -6% | B: 0% | C: 0% | D: 8% | E: 6% | F: 10

# Reprinted from the part before: six entries, followed by the next part.
# Field names – A = AMA1-RON2 inh; B = Sm TGR block; C = AmpC inh detg; D = HCV inh; E = Giardia FBPA inh; F = HCMV inh
[25] OCCNCCSc1nc(C2CCCCC2)n(-c2ccccc2Cl)n1
  A: 85%[activator] | B: -13% | C: -3% | D: -7% | E: -14% | F: 0
[26] O=C(NC(=S)NCCCN1CCOCC1)c1cccc2ccccc12
  A: -15% | B: -19% | C: u | D: 2% | E: 6% | F: 11
[27] CN(C)c1ccc(C(=O)NN2C(=O)c3ccccc3C2=O)cc1
  A: -10% | B: 5% | C: 0% | D: 11% | E: 8% | F: -1
[28] CCOc1c(C)cc2[nH]c(CCC(=O)O)nc2c1C
  A: 2% | B: -14% | C: 5% | D: -16% | E: -7% | F: 19
[29] CCC(=O)c1ccc(N2CCC(C)CC2)c(F)c1
  A: 11% | B: 1% | C: 5% | D: 10% | E: 5% | F: -7
[30] C=CCOC(=O)C1=C(C)NC(=O)NC1c1cc(Cl)cc(Cl)c1OC (configuration not stated)
  A: -6% | B: 0% | C: 0% | D: 8% | E: 6% | F: 10
[31] CCOc1ccc(S(=O)(=O)c2cn(Cc3ccc(OC)cc3)c3ccc(F)cc3c2=O)cc1
  A: x | B: -2% | C: -9% | D: x | E: x | F: 5
[32] CCOc1ccc2nc(NC(=O)Cn3c(C)csc3=O)sc2c1
  A: 3% | B: -4% | C: -1% | D: 10% | E: x | F: -19
[33] Cc1ccc2nc(CNC(=O)c3ccccc3)[nH]c2c1
  A: x | B: 1% | C: 7% | D: x | E: x | F: 61
[34] COc1ccc([N+](=O)[O-])cc1N1C(=O)c2cccnc2C1=O
  A: 25% | B: 42%[activator] | C: 0% | D: 12% | E: 1% | F: -23
[35] CC(=NNC(=O)c1ccncc1)c1cccc(Br)c1
  A: 21% | B: x | C: x | D: 3% | E: x | F: -15
[36] Oc1c(Br)cc(Br)cc1C=Nc1ccc2[nH]ncc2c1
  A: 73%[activator] | B: 0% | C: u | D: u | E: -25% | F: -21
[37] CCOC(=O)c1sc(NC(=O)CSc2n[nH]c(-c3ccc(Cl)cc3Cl)n2)c(C#N)c1C
  A: 37%[activator] | B: -4% | C: -9% | D: 3% | E: x | F: -16
[38] CCCN(Cc1cccs1)C(=O)Nc1ccc(Br)c(C)c1
  A: x | B: -13% | C: -2% | D: x | E: x | F: 51
[39] Cc1ccc(C(=O)N/C(=C\c2cccs2)C(=O)NCc2cccnc2)cc1
  A: 0% | B: -16% | C: u | D: -1% | E: -5% | F: -24
[40] O=C(c1cc(N2C(=O)C3C4CCC(C4)C3C2=O)ccc1Cl)N1CCN(c2ccccc2F)CC1 (configuration not stated)
  A: 15% | B: 0% | C: -9% | D: 6% | E: 6% | F: -1
[41] COc1ccc(NC(=O)N(C)C[C@H]2Oc3ccc(NS(=O)(=O)c4ccc(F)cc4)cc3C(=O)N([C@H](C)CO)C[C@@H]2C)cc1
  A: -5% | B: x | C: x | D: 4% | E: x | F: 25
[42] CC(=O)Nc1ccc(NC(=O)CCc2nc3cccnc3n2Cc2cccs2)cc1
  A: x | B: -17% | C: 0% | D: x | E: x | F: -7
[43] O=C(CSc1nccc(=O)[nH]1)Nc1ccc(S(=O)(=O)N2CCOCC2)cc1
  A: 3% | B: -25% | C: 0% | D: -8% | E: 7% | F: 52
[44] CN(CC(=O)NC(=O)Nc1ccccc1F)Cc1ccccc1
  A: -7% | B: 1% | C: -4% | D: -23% | E: x | F: 12
[45] COC(=O)c1c(=O)n(O)c2ccc(OC)cc2[n+]1[O-]
  A: -11% | B: -10% | C: u | D: 5% | E: -23% | F: x
[46] O=CN1CCN(C(C(=O)NC2CCCCC2)c2cc3c(cc2[N+](=O)[O-])OCO3)CC1 (configuration not stated)
  A: 15% | B: 0% | C: -8% | D: 12% | E: -23% | F: -18
[47] COc1cc(C)nc(N2CCCC(C(=O)Nc3cccc(Cl)c3Cl)C2)n1 (configuration not stated)
  A: -16% | B: 2% | C: -8% | D: 1%&9% | E: 4% | F: -20
[48] CCC(CO)Oc1cc(NCc2ccccc2C)c2ncn(C(C)C)c2c1 (configuration not stated)
  A: -1% | B: x | C: x | D: u | E: x | F: 14
[49] CN1CCN(CC#CCC2(O)c3ccccc3-c3ccccc32)CC1
  A: 3% | B: -29% | C: 2% | D: -3% | E: u | F: -30
[50] Fc1cc(F)c(F)c(SCCc2ccncc2)c1F
  A: 9% | B: u | C: 7% | D: 3% | E: u | F: -18
[51] CC(C)(C)c1ccc(S(=O)(=O)NC(Cc2ccccc2)C(=O)O)cc1 (configuration not stated)
  A: -3% | B: 19% | C: 7% | D: 21% | E: u | F: 25
[52] CCOc1ccc(NC(=O)CN2CCN(CC(=O)Nc3ccc(F)cc3)CC2)cc1
  A: 7% | B: u | C: -1% | D: 1% | E: -1% | F: 16
[53] Cc1cccc(NC(=O)COc2ccc(Br)cc2)n1
  A: -6% | B: 6% | C: -9% | D: -10% | E: -1% | F: 13
[54] COc1cc(OC)cc(C(=O)NCc2ccc(-n3cccc3)cc2)c1
  A: -10% | B: 5% | C: 3% | D: u | E: 2% | F: 68
[55] CC(=O)C1=C(O)C(=O)N(CCCN2CCOCC2)C1c1ccccc1[N+](=O)[O-] (configuration not stated)
  A: 30%[activator] | B: 45µM* | C: -6% | D: 3% | E: u | F: x
[56] COc1ccc(C(=O)c2ccc3oc(-c4ccc(OC)cc4)c(C#CCCO)c3c2)cc1
  A: 7% | B: x | C: x | D: u | E: x | F: -22
[57] Cc1c(Cl)cnc(NC(=O)COC(=O)c2ccc3ncsc3c2)c1Cl
  A: -8% | B: -12% | C: -6% | D: -11% | E: 11% | F: -33
[58] COCCCNC(=O)c1c[nH]c2ccc(S(=O)(=O)N3CCc4ccccc43)cc2c1=O
  A: -3% | B: -13% | C: 2% | D: u | E: 1% | F: 0

# Part of the list above, set out differently:
48. CCC(CO)Oc1cc(NCc2ccccc2C)c2ncn(C(C)C)c2c1 (configuration not stated)
49. CN1CCN(CC#CCC2(O)c3ccccc3-c3ccccc32)CC1
50. Fc1cc(F)c(F)c(SCCc2ccncc2)c1F
compound no.	48	49	50
AMA1-RON2 inh	-1%	3%	9%
Sm TGR block	x	-29%	u
AmpC inh detg	x	2%	7%
HCV inh	u	-3%	3%
Giardia FBPA inh	x	u	u
HCMV inh	14	-30	-18

# Assay outcomes as filed in PubChem BioAssay.
